Assay outcomes: PubChem, National Center for Advancing Translational Sciences (NCATS)
DRD3 agonist: activates the human D3 dopamine receptor | P35462 | D3R DiscoveRx beta-arrestin cells, luminescence, 90 min | max activation, % | 0.58% of 410,000 active; in the data active means max activation above about 30%; further: 0% is about no effect; mostly tested at two doses, the higher about 12 µM
Target sequence (P35462 whole entry, looked up): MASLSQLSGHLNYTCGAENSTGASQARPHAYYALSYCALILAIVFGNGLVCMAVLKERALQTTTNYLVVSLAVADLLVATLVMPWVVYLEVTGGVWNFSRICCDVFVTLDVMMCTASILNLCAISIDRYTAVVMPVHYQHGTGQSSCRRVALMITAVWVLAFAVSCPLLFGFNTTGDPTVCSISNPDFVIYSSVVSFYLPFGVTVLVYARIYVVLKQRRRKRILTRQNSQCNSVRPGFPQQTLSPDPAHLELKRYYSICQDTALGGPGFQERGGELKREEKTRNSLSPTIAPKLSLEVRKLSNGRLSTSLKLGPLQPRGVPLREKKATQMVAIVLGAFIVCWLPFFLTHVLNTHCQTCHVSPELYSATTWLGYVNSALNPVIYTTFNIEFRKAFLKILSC
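Agonist-mode cell screen: cells plated at 1500/well and incubated overnight at 37 °C, then exposed to library compounds for 90 min at 37 °C. Detection reagent was added for 30–60 min at room temperature, and luminescence was read.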
KB-3-1 tox: KB-3-1 parental cell cytotoxicity; KB-3-1 viability, CellTiter-Glo ATP luminescence, 72 h; Potency, µM (highest dose often 46.1 µM), for inactives: at the highest dose activity change, negative = cytotoxic, actives largely listed as cytotoxic; 1.4% of 400,000 active; further: potency means the concentration at half of the fitted maximal effect; on the % scale 0 is the no-effect control and ±100 the full control effect; nearly all actives have a fitted effect of over 60% in size
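Multi-concentration cytotoxicity screen in KB-3-1 cells grown in DMEM lacking phenol red with 10% FBS. After 72 h at 37 °C with compound, ATP-dependent luminescence was recorded.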
SW480 rerep: DNA re-replication induction in SW480 cells; SW480 DNA re-replication, Hoechst DNA content imaging, 48 h; Potency, µM (highest dose often 46.1 µM), for the others: top-dose re-replication activation, actives largely listed as activators; 1.8% of 340,000 active; AID 624297; further: potency means the concentration at half of the fitted maximal effect; % of control where 0% means no effect; nearly all actives have a fitted effect of over 55% in size
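Hoechst fluorescence of nuclei (405 nm excitation, 500-530 nm emission) measured by plate-scanning imager after 48 hr compound exposure at 37 C; re-replication scored as increased number of nuclei with elevated intensity.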
HEK293 tox: cytotoxicity counter-screen for GLP-1 receptor inverse agonists; 0.13% of 410,000 active; HEK293 cAMP-luciferase reporter cells, luminescence, 24 h; Potency, µM (doses to about 38.3 µM), for inactives: top-dose activity change, negative = inhibition, most hits filed as inhibitors;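 further: loss of luciferase light is scored as toxicity; potency means the concentration at half of the fitted maximal effect; on the % scale 0 is the no-effect control and ±100 the full control effect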
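Seeding density was 200 cells/uL; after overnight-length (12 h) culture, 23 nL compounds went on for 24 h at 37 °C. Readout used a luciferase detection reagent, luminescence taken after 12 min at room temperature.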
HT1080NT lethal: kills 2HG-producing HT-1080-NT fibrosarcoma cells; 1.6% of 360,000 active; Potency, µM (doses to about 46.1 µM), without a hit: top-dose activity, negative = less viability, actives largely listed as cytotoxic; HT-1080-NT fibrosarcoma viability, CellTiter-Glo ATP luminescence, 48 h;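 further: NT is the 2HG producing partner of a matched IDH1 knockdown line; potency means the concentration at half of the fitted maximal effect; 0% = DMSO-treated cells and -100% = media-only wells without cells; nearly all actives have a fitted effect of over 55% in size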
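HT-1080-NT fibrosarcoma cells (2HG-overproducing), 750 cells/well in RPMI with 5% FBS, dosed after 2 h and incubated 48 h at 37C. CellTiter-Glo luminescence normalized to DMSO and no-cell wells; concentration-response curves fitted and classed.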
IL-1B inflam inh: inflammasome signaling inhibition, IL-1 beta readout; THP-1 LPS/ATP IL-1B secretion, AlphaLISA, 16 h; stronger effect = lower value; activity change, % at 57.5 µM; 4.7% of 360,000 active; in the data active means activity change below about -50%; inconclusive means mostly about -30% to -49%; further: on the % scale 0 is the no-effect control and ±100 the full control effect
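Secreted IL-1B measured by AlphaLISA bead assay after 16 h compound exposure of THP-1 cells; compounds (final up to 57.5 uM) added 1 h before LPS (250 ng/mL) and ATP (1.25 mM) stimulation; lower signal means less secretion.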
MCF10A rerep: inducers of DNA re-replication in MCF 10A breast cells. Potency, µM (titrated, usually from 46.1 µM), without a hit: at the top dose activity, positive = re-replication, most hits filed as activators. 2.9% of 350,000 active. MCF 10A DNA re-replication, Hoechst nuclear intensity, 48 h; further: potency means the concentration at half of the fitted maximal effect; % of control where 0% means no effect; nearly all actives have a fitted effect of over 50% in size
KB-V1 MDR tox: kills drug-selected multidrug resistant KB-V1 cells. KB-V1 MDR cells viability, CellTiter-Glo, 72 h. Potency, µM (series often up to 46.1 µM), without a hit: at the top dose activity change, negative = cytotoxicity, hits mostly cytotoxic. 3.4% of 400,000 active. AID 1347076; further: potency means the concentration at half of the fitted maximal effect; on the % scale 0 is the no-effect control and ±100 the full control effect; nearly all actives have a fitted effect of over 60% in size
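Compound-treated KB-V1 multidrug-resistant cells, 72 h, 37 degrees C; viability by CellTiter-Glo. Fitted qHTS curves give the values.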
HT1080 IDH1KD tx: kills HT-1080 cells with IDH1 knockdown; Potency, µM (highest dose often 46.1 µM), without a hit: top-dose activity, negative = toxicity, usual class: cytotoxic; 2% of 360,000 active; HT-1080 IDH1 knockdown viability, ATP luminescence, 48 h;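 further: potency means the concentration at half of the fitted maximal effect; 0% = DMSO wells and -100% = cell-free medium wells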
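In this qHTS, HT-1080 cells depleted of IDH1 are exposed for 48 h at 37 °C to compound titrations. Toxicity is scored from CellTiter-Glo luminescence, with DMSO as full viability and medium alone as none.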
An asterisk follows results filed as active; u = inconclusive; x = not tested or not shown; & = joins results of further samples; [ ] = another dose, or the depositor's remark. Unless noted, the call rests on the fitted dose curve; in most records, active means well fitted curve in the direction sought with a large enough effect; inconclusive means small, poorly fitted or top-dose-only effect, or another doubt; inactive means no such curve, though single readings can be large; an effect the other way counts as inactive or inconclusive.

# | Structure | MCF10A rerep | IL-1B inflam inh | HT1080NT lethal | HEK293 tox | DRD3 agonist
1 | CCCCn1c(N)c(N(CCC(C)C)C(=O)c2ccc([N+](=O)[O-])o2)c(=O)[nH]c1=O | 17% | 8 | -2% | 11% | -2
2 | O=C(CSc1nnc(-c2c[nH]c3ccccc23)n1-c1ccc(F)cc1)NCc1ccco1 | 2% | -21 | 15% | u | -2
3 | CCCn1c(SCC(=O)Nc2nnc(C)s2)nnc1-c1ccoc1C | 3% | 0 | 1% | -8% | 1
4 | O=C1c2cccc3cccc(c23)C(=O)N1CCN1CCN(CC(O)COc2ccccc2)CC1 (stereo not given) | 6% | 2 | 1% | 3% | -13
5 | CCc1c(-c2cccc(Br)c2)ncn1Cc1cccc(-c2ccccc2)c1 | x | -95* | -93% | -2% | 6
6 | Cc1ccc(-n2c(C)cc3c2CC(C)(C)CC3=O)cc1C | u | -5 | -2% | 3% | -5
7 | COc1cc(/C=C/[N+](=O)[O-])ccc1OC(=O)c1cc2ccccc2oc1=O | u | 23 | -3% | -10% | 3
8 | CCOc1ccc(C2C(C(=O)c3ccc(C)o3)=C(O)C(=O)N2CCN2CCOCC2)cc1OC (stereo not given) | 11% | 0 | 0% | -6% | -7

# | KB-3-1 tox | KB-V1 MDR tox | SW480 rerep | HT1080 IDH1KD tx
1 | 0% | -1% | 15% | 4%
2 | 22% | u | 0% | 6%
3 | 0% | -4% | -9% | 2%
4 | 4% | -8% | 3% | 3%
5 | u | -50% | x | u
6 | 0% | -24% | -11% | 2%
7 | -7% | u | 21% | -10%
8 | -3% | 26% | 2% | -4%

The last 4 compounds of the section before come first, to join the parts:
# | Structure | MCF10A rerep | IL-1B inflam inh | HT1080NT lethal | HEK293 tox | DRD3 agonist
5 | CCc1c(-c2cccc(Br)c2)ncn1Cc1cccc(-c2ccccc2)c1 | x | -95* | -93% | -2% | 6
6 | Cc1ccc(-n2c(C)cc3c2CC(C)(C)CC3=O)cc1C | u | -5 | -2% | 3% | -5
7 | COc1cc(/C=C/[N+](=O)[O-])ccc1OC(=O)c1cc2ccccc2oc1=O | u | 23 | -3% | -10% | 3
8 | CCOc1ccc(C2C(C(=O)c3ccc(C)o3)=C(O)C(=O)N2CCN2CCOCC2)cc1OC (stereo not given) | 11% | 0 | 0% | -6% | -7
9 | CCCCc1nn2c(=O)cc(COC(=O)C3CCCCC3)nc2s1 | x | x | x | -3% | -4
10 | CCOC(=O)CCCCCCCCC(=O)Nc1ccc(-n2[nH]c(=O)cc2C)cc1 | 7% | -20 | -1% | 4% | 5
11 | Cc1ccc(S(=O)(=O)N2CCCCC2)cc1 | 3% | -1 | -2% | 5% | -3
12 | COc1ccc(C(CC(=O)N2CCCC2)c2c(OC)cc(OC)c3ccc(=O)oc23)cc1 (stereo not given) | u | 7 | -1% | 1% | -5
13 | Cc1cc(=O)nc2c3ccccc3n(C(C)C(=O)NCCN3CCOCC3)n12 (stereo not given) | -1% | -1 | -3% | 6% | 4
14 | O=C(O)CC(Cc1ccc(Br)cc1)C(=O)O (stereo not given) | 4% | -4 | 7% | -1% | 1
15 | CN(c1cccc(NC(=O)COc2ccccc2)c1)S(C)(=O)=O | -7% | 9 | 17% | -2% | -3
16 | CC(Sc1ccc(S(=O)(=O)N2CCN(C)CC2)cn1)C(=O)NC1CCCC(C)C1C (stereo not given) | x | -7 | 1% | 5% | 3

# | KB-3-1 tox | KB-V1 MDR tox | SW480 rerep | HT1080 IDH1KD tx
5 | u | -50% | x | u
6 | 0% | -24% | -11% | 2%
7 | -7% | u | 21% | -10%
8 | -3% | 26% | 2% | -4%
9 | 4% | -2% | x | x
10 | 10% | u | -7% | -11%
11 | 6% | 26% | 0% | -1%
12 | -4% | -4% | -1% | -6%
13 | 13% | 3% | -8% | 1%
14 | 4% | 27% | 4% | 7%
15 | -7% | u | -10% | 4%
16 | -1% | u | x | -7%

More entries follow:
# | Structure | MCF10A rerep | IL-1B inflam inh | HT1080NT lethal | HEK293 tox | DRD3 agonist
17 | CC1Cc2ccccc2N1C(=O)c1ccc(N2CCCCC2)c([N+](=O)[O-])c1 (stereo not given) | 12% | -7 | 6% | -15% | 1
18 | Cc1cc(C)nc(NS(=O)(=O)c2ccc(NC(=O)c3ccccc3[N+](=O)[O-])cc2)n1 | 6% | 9 | -2% | 2% | 6
19 | CCOc1cc(C2C3=C(CC(C)(C)CC3=O)OC3=C2C(=O)CC(C)(C)C3)cc([N+](=O)[O-])c1O | -3% | -2 | -1% | 6% | 4
20 | COc1cc(N/N=C/c2ccccc2O)ncn1 | u | 43 | u | u | -8
21 | O=C(CSc1nc2c([nH]c3ccccc32)c(=O)n1-c1ccc(F)cc1)NCc1ccco1 | 1% | 6 | 7% | -2%&0% | 2&-2
22 | CN1CCN(CC(O)COc2ccc(OCC(O)CN3CCN(C)CC3)cc2)CC1 (stereo not given) | -2% | -1 | 9% | 3% | -8
23 | COc1cccc(/C=C/C(=O)Nc2ccc(N3CCOCC3)cc2)c1OC | 1% | -13 | -11% | -1% | -3
24 | N#C/C(=C(/O)COC(=O)c1ccc2c(c1)OCCO2)c1nc2ccccc2[nH]1 | u | -66* | 7% | -34% | -2

# | KB-3-1 tox | KB-V1 MDR tox | SW480 rerep | HT1080 IDH1KD tx
17 | -4% | 13µM* | 22% | 3%
18 | -1% | 2% | -4% | 4%
19 | -1% | u | -1% | 6%
20 | -30% | u | u | u
21 | -1%&2% | 0%&3% | -9% | -9%
22 | 8% | -3% | -1% | 5%
23 | -10% | -3% | 1% | -9%
24 | 6% | -1% | u | 5%

Another view of part of the listing above:
| item | mol | MCF10A rerep | IL-1B inflam inh | HT1080NT lethal | HEK293 tox | DRD3 agonist | KB-3-1 tox | KB-V1 MDR tox | SW480 rerep | HT1080 IDH1KD tx |
| --- | --- | --- | --- | --- | --- | --- | --- | --- | --- | --- |
| 17 | CC1Cc2ccccc2N1C(=O)c1ccc(N2CCCCC2)c([N+](=O)[O-])c1 (stereo not given) | 12% | -7 | 6% | -15% | 1 | -4% | 13µM* | 22% | 3% |
| 19 | CCOc1cc(C2C3=C(CC(C)(C)CC3=O)OC3=C2C(=O)CC(C)(C)C3)cc([N+](=O)[O-])c1O | -3% | -2 | -1% | 6% | 4 | -1% | u | -1% | 6% |

Later entries.
# | Structure | MCF10A rerep | IL-1B inflam inh | HT1080NT lethal | HEK293 tox | DRD3 agonist
25 | CC(C)C(NC(=O)/C(=C/c1ccco1)NC(=O)c1ccc(Br)o1)C(=O)O (stereo not given) | -5% | 7 | 9% | -2% | 1
26 | O=C(CCN1CCOCC1)c1ccc(Cl)cc1 | 7.3µM* | -24 | -12% | 16% | -1
27 | COc1cc(C(=O)Nc2cccc(-n3cnnn3)c2)cc(Cl)c1OC | 2% | -4 | -1% | -19% | -3
28 | CCCN1C(=O)c2[nH]nc(-c3ccccc3O)c2C1c1cccc(OCc2ccccc2)c1 (stereo not given) | x | x | x | -12% | 7
29 | Cc1cccc(N=Nc2c(N)n[nH]c2-c2ccc(Cl)cc2)c1 | u | -54* | u | -9% | -13
30 | Cc1ccc(C)n1-c1nccc(-c2ccco2)n1 | -33%[inhibitor] | 5 | 3% | 207%[activator] | 14
31 | Cc1noc(Cn2c(=O)c3ccccc3n(CC(=O)Nc3cc(Cl)ccc3C)c2=O)n1 | x | x | x | 1% | -14
32 | Nc1c(S(=O)(=O)c2ccccc2)cnc2c(-c3ccc(F)cc3)cnn12 | 9% | -2 | -2% | 4% | 1

# | KB-3-1 tox | KB-V1 MDR tox | SW480 rerep | HT1080 IDH1KD tx
25 | 5% | 10% | -6% | -5%
26 | -7% | -11% | 20% | -4%
27 | 1% | 4% | 4% | 0%
28 | u | u | x | x
29 | -4% | 0% | 12% | u
30 | 7% | 0% | -34%[inhibitor][1.84 µM] | 5%
31 | 9% | 3% | x | x
32 | -10% | -20% | 5% | 5%

More compounds:
# | Structure | MCF10A rerep | IL-1B inflam inh | HT1080NT lethal | HEK293 tox | DRD3 agonist
33 | CCN(CC)S(=O)(=O)c1ccc(N(C)C)c(NC(=O)CC(NC(C)=O)c2ccccc2)c1 (stereo not given) | 0% | -11 | -2% | 3% | -16
34 | CC1(C(=O)NS(=O)(=O)Cc2ccccc2)CCN1C(=O)C1(c2ccc(Cl)cc2)CCC1 (stereo not given) | x | 30 | -12% | 2% | -9
35 | COc1ccc(-n2nnc(-c3nc(-c4ccccc4C)no3)c2N)cc1Cl | x | x | x | -5% | -3
36 | O=C(NCc1ccc(Cl)cc1)c1cc(-c2ccc(F)cc2)on1 | x | x | x | 1% | 3
37 | CN1CCN(C(=O)c2ccc3c(c2)N(Cc2ccc(F)cc2)C(=O)c2ccccc2S3(=O)=O)CC1 | x | x | x | 1% | -15
38 | COc1ccc(C(CNC(=O)c2cc3ccccc3o2)N2CCCCC2)cc1 (stereo not given) | 12% | u | -8% | 8% | -18
39 | COc1cccc(C(CC(=O)Nc2cccc3ccccc23)NC(=O)c2ccccc2)c1 (stereo not given) | 5% | 6 | u | u | -11
40 | O=C1CC2(CCN(C(=O)COc3ccc(F)cc3)CC2)Oc2ccccc21 | 23% | -11 | 1% | 2% | -8

# | KB-3-1 tox | KB-V1 MDR tox | SW480 rerep | HT1080 IDH1KD tx
33 | -7% | -13% | 5%[1.84 µM] | 0%
34 | 0% | -2% | x | 9%
35 | 5% | 17% | x | x
36 | 15% | 9% | x | x
37 | 9% | -6% | x | x
38 | -5% | -19% | 5% | -1%
39 | 6% | 5.8µM* | 15% | u
40 | 11% | -11% | -231%[inhibitor] | -1%

Compounds as they come (roughly 11% active in at least one column).
